# RNase H inhibition: RNase H inhibition, HIV 1 Gag Pol polyprotein, FRET biochemical assay, screening (AID 372); HIV-1 RT RNase H, FRET RNA/DNA substrate fluorescence; higher % means a stronger effect; inhibition, % at 10 µM; hits with a dose series show IC50 in µM; hit rate 0.77% among 100,000; in the data active means inhibition above about 50%
# Numbers without * were called inactive.
# Start of the data: the first four compounds, to show the layout:
item	Structure	RNase H inhibition
1	COc1ccc(OC)c(/C=C2\SC(=S)N(c3ccccc3C)C2=O)c1	10%
2	CC1=C(C(=O)Nc2ccc(Br)cc2)C(c2ccc([N+](=O)[O-])cc2)NC(=S)N1 (stereo not drawn)	1%
3	COC(=O)Cn1c(=N)n(Cc2ccccc2Cl)c2ccccc21	10%
4	COc1ccc(-c2cc(=O)oc3cc(OC(C)=O)ccc23)cc1	11%

# This part in full (from the top)
item	Structure	RNase H inhibition
1	COc1ccc(OC)c(/C=C2\SC(=S)N(c3ccccc3C)C2=O)c1	10%
2	CC1=C(C(=O)Nc2ccc(Br)cc2)C(c2ccc([N+](=O)[O-])cc2)NC(=S)N1 (stereo not drawn)	1%
3	COC(=O)Cn1c(=N)n(Cc2ccccc2Cl)c2ccccc21	10%
4	COc1ccc(-c2cc(=O)oc3cc(OC(C)=O)ccc23)cc1	11%
5	O=C1NC(=O)N(c2cc(C(F)(F)F)ccc2Cl)C(=O)/C1=C/c1ccccc1	7%
6	COC(=O)C(C)CNCc1ccccc1 (stereo not drawn)	10%
7	CSC1=C(C#N)C(c2ccccc2)C(C(C)=O)=C(C)N1 (stereo not drawn)	0%
8	CCN(CC)CCCCOc1ccc(I)cc1	15%
9	CCN(CC)c1ccc(/C=C(\C#N)c2nc3ccccc3[nH]2)c(OCc2ccc(Cl)cc2)c1	1%
10	O=S1(=O)CCC(NC(=S)N/N=C/c2ccc(Cl)c(Cl)c2)C1 (stereo not drawn)	13%
11	Cc1cccc(Nc2nc(-c3cccs3)cs2)c1	8%
12	CN1C(=O)/C(=C\c2cn(Cc3ccc(Cl)cc3Cl)nc2-c2ccccc2)SC1=S	10%
13	COc1cc(-c2ncnn2-c2ccc([N+](=O)[O-])cc2)cc(OC)c1OC	4%
14	CCN1/C(=C2/SC(=S)N(C)C2=O)C=Cc2ccccc21	6%
15	CN(C)c1ccc(/C=C/C(=O)c2ccc(Br)cc2)o1	36%
16	Cc1ccc2c(c1)-c1c(sn(-c3cccc(Cl)c3)c1=S)C(C)(C)N2C	17%
17	COc1cc(C2C(C(C)=O)=C(O)C(=O)N2CC(=O)O)ccc1O (stereo not drawn)	0%
18	CCOc1ccccc1CN1CCN(Cc2cc(Br)ccc2O)CC1	15%
19	COc1cc(Br)c(/C=C(\C#N)c2nn(-c3ccccc3)c(N)c2C#N)cc1OC	10%
20	COc1ccc(NC(=O)n2nc(C(F)(F)F)nc2N)cc1	0%
21	O=C(COc1ccccc1)NCC(=O)N/N=C/C=C/c1ccccc1	2%
22	Cc1ccc(C(=O)NC(=S)NCCc2ccccc2)cc1	9%
23	C/C=C/COC(=O)C1=C(C)NC(=O)NC1c1ccc(Cl)c(Cl)c1 (stereo not drawn)	11%
24	Cc1c(N=Cc2ccc3ccccc3c2)cccc1[N+](=O)[O-]	28%
25	CCC(Sc1n[nH]c(=O)[nH]c1=O)C(=O)OCc1ccccc1 (stereo not drawn)	11%
26	CCn1c2ccccc2c2cc(/C=N/NC(=O)c3ccc(O)cc3O)ccc21	16%
27	Cc1ccccc1N1N=C(c2ccccc2)CC1c1ccc(N(C)C)cc1 (stereo not drawn)	25%
28	COc1ccc2ccccc2c1/C=N/NC(=O)/C(=C\c1ccc2c(c1)OCO2)NC(=O)c1ccccc1	19%
29	O=C(Nc1nn[nH]n1)C1c2ccccc2Sc2ccccc21	3%
30	CCOC(=O)/C(=C\Nc1ccc(F)c(F)c1)[N+](=O)[O-]	6%

# Four entries from above, reformatted.
20) COc1ccc(NC(=O)n2nc(C(F)(F)F)nc2N)cc1
  RNase H inhibition = 0%

21) O=C(COc1ccccc1)NCC(=O)N/N=C/C=C/c1ccccc1
  RNase H inhibition = 2%

22) Cc1ccc(C(=O)NC(=S)NCCc2ccccc2)cc1
  RNase H inhibition = 9%

23) C/C=C/COC(=O)C1=C(C)NC(=O)NC1c1ccc(Cl)c(Cl)c1 (stereo not drawn)
  RNase H inhibition = 11%

# Further compounds:
item	Structure	RNase H inhibition
31	COc1ccc(/C=N/Nc2nc(-c3ccccc3)nc(C)c2C)cc1	0%
32	COc1ccc(OC)c(/C=N/NC(=O)c2cc[n+](Cc3ccccc3)cc2)c1	10%
33	O=C1C(Cl)=C(Cl)C(=O)N1c1cc(Cl)ccc1Cl	4%
34	S=C(NCc1ccccc1)NCC1COc2ccccc2O1 (stereo not drawn)	2%
35	CCN(CC)S(=O)(=O)c1cc(C(=O)Nc2cccc(C(=O)O)c2)ccc1Cl	11%
36	N#Cc1ccc(-c2cc(C(=O)O)c3c(ccc4ccccc43)n2)cc1	0%
37	Oc1ccc(/C=N/n2c(-c3ccccc3)n[nH]c2=S)cc1O	55%*
38	O=C(Nc1ccc(Cl)c(Cl)c1)Nc1nnc(CSc2ccccc2)s1	21%
39	C/C(=N\NC(=O)c1cc(C(C)(C)C)[nH]n1)c1ccc2ccccc2c1	16%
40	O=C(NN1C(=O)/C(=C\c2ccc3c(c2)OCO3)SC1=S)c1ccc([N+](=O)[O-])cc1	6%
41	C#CCSc1nc2ccccc2c(=O)[nH]1	7%
42	COc1cc(NC(=O)c2ccccc2Br)ccc1NC(=O)c1ccco1	11%
43	N=C1/C(=C/c2ccc(-c3ccccc3)o2)C(=O)N=C2SC(c3ccccc3)=NN12	2%
44	COc1ccccc1C(=O)Nc1ccc(OCc2ccccc2)cc1	4%
45	O=C(CN1C(=O)/C(=C\c2ccccc2Cl)SC1=S)Nc1nc2ccccc2s1	10%
46	CC(=C\c1ccccc1)/C=C1/SC(=S)N(c2cccc(Cl)c2)C1=O	14%
47	COC(=O)c1sc(NC(=O)c2cc(Br)ccc2Cl)nc1C	9%
48	COc1cc(NC(=O)c2cccnc2)c(OC)cc1NC(=O)c1cccnc1	5%
49	CCSCCOC(=O)C1=C(C)NC2=C(C(=O)CC(c3ccc(OC)cc3)C2)C1c1ccc([N+](=O)[O-])cc1 (stereo not drawn)	5%
50	CCCCCCOC(=O)Nc1ccc(S(=O)(=O)Nc2ccccc2C)cc1	20%
51	Clc1ccc(N2N=C(c3cccs3)CC2c2ccco2)cc1 (stereo not drawn)	12%
52	Cc1ccccc1NC(=O)c1ccc(C(=O)Nc2ccccc2C)cc1	6%
53	O=C(NC(c1ccccc1)c1ccccc1)c1ccc([N+](=O)[O-])cc1	5%
54	CCc1cc2c(N3CCN(c4ccccc4)CC3)ncnc2s1	2%
55	Cc1cccc(NC(=O)/C(C#N)=C/c2ccc(-c3ccc(Cl)cc3Cl)o2)c1	12%
56	Cc1cnn(-c2cc(N/N=C/c3ccc(Br)cc3)ncn2)c1	6%
57	CC1=C(C(=O)OC(C)C)C(c2ccccn2)C2=C(CC(C)(C)CC2=O)N1 (stereo not drawn)	4%
58	COC(=O)c1ccc(/C=C2\SC(=S)N(C(Cc3ccccc3)C(=O)O)C2=O)cc1 (stereo not drawn)	8%
59	Cc1cc(C)c(S(=O)(=O)N2CCN(c3ccc(F)cc3)CC2)c(C)c1	6%
60	Brc1cccc(/C=C/C=Nc2ccc(N3CCOCC3)cc2)c1	15%
61	COCc1cc(C)nc(N2CCOCC2)c1C#N	0%
62	COc1ccc(C2C(C(=O)OC(C)(C)C)C(=O)CC(C)(O)C2C(=O)OC(C)(C)C)cc1OC (stereo not drawn)	8%
63	Clc1ccc(N=Cc2ccc(OCc3ccccc3)cc2)cc1Cl	7%
64	CC(C)CNC(=O)c1cccc(NC(=O)CN2C(=O)c3ccccc3C2=O)c1	7%
65	CCOC(=O)c1c(C)nn(Cc2ccccc2)c1N	4%
66	C/C(=N\Nc1cc(-c2ccccc2)nc(-c2ccc(Br)cc2)n1)c1ccc(O)cc1	26%
67	O=C(CSc1nnc2n(Cc3ccccc3)c(=O)c3c4c(sc3n12)CCCC4)c1ccccc1	2%
68	CCN(CC)c1ccc(C(=O)Nc2ccccc2C(C)C)cc1	10%
69	COC(=O)c1ccccc1NC(=O)c1cc(-c2ccccc2)nc2ccccc12	12%
70	Cc1cc2nc(SCc3ccc(Cl)cc3)nc(C)c2cc1C	9%
71	Cn1c(O)c(N=NC(=O)c2cccc(F)c2)c2cc(Br)ccc21	5%
72	CC1=NN(C(=O)OC(C)(C)C)C(O)(c2ccc(Br)cc2)C1 (stereo not drawn)	2%
73	COc1cc(-c2nc(-c3ccccc3)c(-c3ccccc3)[nH]2)cc(OC)c1OC	24%
74	CN(CCN(C)/N=C/c1cc(Cl)ccc1O)/N=C/c1cc(Cl)ccc1O	5%
75	Cc1nnc(SCC(=O)Nc2ccc(/C=C/c3ccccc3)cc2)s1	10%
76	CCNC(=O)C(=O)Nc1ccccc1OCC	9%
77	Fc1ccc(C2=NN(c3ccccc3Cl)C(c3cccs3)C2)cc1 (stereo not drawn)	4%
78	O=C1NC(=O)C(=Cc2ccc(OCc3ccccc3Cl)c(Cl)c2)C(=O)N1	34%
79	O=C1C2C(C(=O)N1c1ccc(Br)cc1)C2(c1ccccc1)c1ccccc1 (stereo not drawn)	5%
80	COc1ccc(OC(=O)c2cccnc2)cc1	3%
81	CCOC(=O)C1=C(C)NC2=C(C(=O)CC(c3ccccc3)C2)C1c1ccccc1[N+](=O)[O-] (stereo not drawn)	17%
82	O=[N+]([O-])c1ccc(C2CNC(c3ccccc3O)O2)cc1 (stereo not drawn)	4%
83	Cc1ccc(N=Cc2ccccc2O)cc1F	0%
84	N/C(=N\OC(=O)COc1ccc2ccccc2c1)c1ccccn1	0%
85	CC1=NN(c2ccc(Cl)c(Cl)c2)C(=O)/C1=C/c1cccc([N+](=O)[O-])c1	1%
86	Cc1ccc(N2C(=O)/C(=C/c3cc(C)n(-c4ccccc4)c3C)C(=O)NC2=S)cc1	20%
87	COc1cc(C=C2C(=O)NC(=S)NC2=O)cc(Br)c1O	20%
88	O=C(Nc1cccc(-c2nc3ccccc3s2)c1)c1ccncc1	16%
89	COc1ccccc1/C=C(\C#N)c1nc(-c2cc3c(ccc4ccccc43)oc2=O)cs1	4%
90	CC(C)(C)C(C)(O)C#CCN1CCCCC1 (stereo not drawn)	9%

# Carrying on.
item	Structure	RNase H inhibition
91	Cc1ccc(OCC(=O)Nc2nc(-c3ccccc3)cs2)c(C)c1	5%
92	COc1cc(CN(C)CCc2ccccn2)c([N+](=O)[O-])cc1OC	3%
93	CCOc1cc(C=C2C(=O)NC(=O)NC2=O)ccc1OCc1ccc(Cl)cc1	10%
94	COc1cc(C=NN2CCN(Cc3ccc(C)cc3C)CC2)cc(Br)c1O	17%
95	CC(=C\c1ccccc1)/C=C1/SC(=Nc2ccc(F)cc2)NC1=O	13%
96	COc1ccc(OC)c(CN2CCN(Cc3ccc(OC)c(OC)c3OC)CC2)c1	0%
97	Cc1cccc(NC(=O)C(=O)NCc2ccccc2Cl)c1C	1%
98	O=[N+]([O-])c1ccc(Cl)cc1N1CCOCC1	9%
99	Cc1cccc(N2C(=O)/C(=C/c3ccc(Cl)cc3)SC2=S)c1	3%
100	Cc1ccc(C(C)C)c(Oc2ccc(Cl)cc2NC(=O)c2cc(Br)cc(Br)c2O)c1	27%
101	COc1ccc(CNCc2ccc([N+](=O)[O-])cc2)c(OC)c1	0%
102	O=C(/C=C/c1ccc2c(c1)OCO2)c1ccncc1	9%
103	Oc1[nH]c2c(Br)cc(Br)cc2c1N=Nc1ccccn1	38%
104	Cc1ccc(NC(=O)c2ccc(-c3ccccc3)cc2)cc1I	6%
105	NS(=O)(=O)c1ccc(-c2ccc(/C=C3/C(=O)NN(c4cccc(Cl)c4)C3=O)o2)cc1	20%
106	CCOCCOC(=O)c1ccc(NC(=O)c2ccc([N+](=O)[O-])cc2)cc1	10%
107	CCOC(=O)c1c(NC(=O)CN2C(=O)S/C(=C\c3ccccc3)C2=O)sc2c1CCCC2	10%
108	O=C1C(Nc2ccccc2)=CC(c2ccccc2F)N1c1ccccc1 (stereo not drawn)	13%
109	COc1cc(C2NC(=O)NC(C)=C2C(=O)OC2CCCCCCC2)cc(OC)c1OC (stereo not drawn)	38%
110	COc1ccc(-n2nnnc2SCC(=O)Nc2c(C)cc(C)cc2C)cc1	12%
111	COc1ccc(C(=O)Nc2cccc(-c3nc4ccc(Cl)cc4o3)c2)cc1Br	31%
112	O=C(N/N=C/c1ccc(O)cc1)/C(=C/c1ccc([N+](=O)[O-])cc1)NC(=O)c1ccccc1	22%
113	COc1ccccc1CNC(=O)CN(c1ccc(C)cc1)S(=O)(=O)c1ccc(SC)cc1	22%
114	CN(C)c1ccc(NC(=O)Nc2ccc(Cl)cc2)cc1	10%
115	CN(C)C(=O)NCCSCc1ccccc1Cl	0%
116	COC(=O)C1=CN(Cc2ccc(C)cc2)C=C(C(=O)OC)C1c1ccc(OC(F)(F)F)cc1	16%
117	CC(C)CNC(=O)c1cccc(NC(=O)CSCc2ccccc2)c1	0%
118	COc1ccc(C(NC(C)=O)NC(C)=O)cc1OC	4%
119	COc1cc(C)ccc1OCCCOc1c(C)cc(C)cc1Cl	23%
120	COc1ccc(NC(=O)C2(C)CC3C=CC2C3)cc1 (stereo not drawn)	2%
121	Cc1cc(Cl)ccc1NC(=O)Cc1ccc([N+](=O)[O-])cc1	14%
122	O=C1c2cccc([N+](=O)[O-])c2C(=O)N1c1nccs1	3%
123	O=C1CCCC2=C1C(c1ccc(O)cc1)Nc1ccccc1N2 (stereo not drawn)	12%
124	O=C(Nc1ccc(Br)cc1)c1ccc(Br)c(S(=O)(=O)Nc2ccccc2)c1	15%
125	CCOc1ccc(NC(=O)Nc2nnc(-c3cccc([N+](=O)[O-])c3)s2)cc1	39%
126	CC1(C)CC(=O)C=C(NCC2CCNCC2)C1	6%
127	Cc1cc(C)cc(OCCCCCN2CCCCC2)c1	0%
128	CCOC(=O)C1C(=O)C=C(/C=C/c2ccco2)CC1c1ccccc1 (stereo not drawn)	15%
129	CCN(Cc1ccccc1)C(=O)C1CCN(Cc2cccc(OCc3ccccc3)c2)CC1	16%
130	Cc1ccccc1OCCn1cc(C=O)c2ccccc21	39%
131	CCS(=O)(=O)c1nc2ccc([N+](=O)[O-])cc2s1	0%
132	CC(O)CN(Cc1ccc(Cl)c(Cl)c1)CC(C)O (stereo not drawn)	12%

# These rows are one share of the data, so the mix of outcomes need not match the whole.
